Source: PubChem (several laboratories)
Redox H2O2 prof: compounds producing H2O2 with reducing agent – biochemical, NIH compound library profiling, artefact control for MLSCN library redox annotation, primary screen; DTT-dependent redox cycling H2O2, phenol red/HRP absorbance; 100% = 100 µM peroxide control, 0% = buffer; activation, % at 10 µM; 0.03% of 200,000 active;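 active = activation of at least 50% relative to the plate's high and low controls in the primary single-dose screen; inactive = activation below 50%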;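 note: compound incubated with DTT at 0.8 mM final as the reducing agent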
G6PDH CS: L. mesenteroides G6PDH inhibition counter-screen | Purified L. mesenteroides G6PDH, diaphorase/resazurin coupled fluorescence, 45 min | AID 1020 | 0.12% of 200,000 active | inhibition, % at 5 µM; in the data active = inhibition above about 50%
Hsp70 act: switches on Hsp70 transcription; HeLa Hsp70 promoter luciferase reporter, luminescence; scaled: vehicle 0, proteasome-inhibitor control 100%; activation, % at 10 µM; 0.04% of 200,000 active;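 active = activation above the mean across all tested compounds plus 3 SD, cutoff set per campaign, cut at about 5.5% in these data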;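 note: 100% = MG132 at 30 µM as the positive control and 0% = DMSO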
STAT1 act: increases IFN-gamma driven STAT1 reporter signal; AID 932; NIH 3T3 STAT1-luciferase reporter, luminescence; 100% = IFN-gamma alone, no compound; 2.6% of 200,000 active; activation (% of control), % at 5.5 µM;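 active = activation above the screen-wide mean activation plus 3 SD, cut at about 130% in these data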;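 note: raw ratio to IFN-gamma control signal so 100% means no change and 0% no light; values of inactives mirror those of a sister screen read the other way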
APP transl inh: APP translation inhibition | inhibition, % at 2 µM | AID 1285 | SH-SY5Y APP 5'UTR-luciferase reporter, luminescence | 0.82% of 190,000 active;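 active = inhibition above a set limit, derived from the sample mean plus 3 SD, cut at about 45% in these data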; note: values of inactives mirror those of a sister screen read the other way
FLuc inh counter: counter-screen for luciferase assay inhibitors: firefly luciferase inhibition; P08659; ATPLite firefly luciferase biochemical luminescence, 10 min; inhibition, % at 10 µM; 1.5% of 200,000 active; AID 1006;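 active = inhibition above about 50% when tested at 10 µM, limit read from the data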
Target sequence (P08659 whole entry, looked up): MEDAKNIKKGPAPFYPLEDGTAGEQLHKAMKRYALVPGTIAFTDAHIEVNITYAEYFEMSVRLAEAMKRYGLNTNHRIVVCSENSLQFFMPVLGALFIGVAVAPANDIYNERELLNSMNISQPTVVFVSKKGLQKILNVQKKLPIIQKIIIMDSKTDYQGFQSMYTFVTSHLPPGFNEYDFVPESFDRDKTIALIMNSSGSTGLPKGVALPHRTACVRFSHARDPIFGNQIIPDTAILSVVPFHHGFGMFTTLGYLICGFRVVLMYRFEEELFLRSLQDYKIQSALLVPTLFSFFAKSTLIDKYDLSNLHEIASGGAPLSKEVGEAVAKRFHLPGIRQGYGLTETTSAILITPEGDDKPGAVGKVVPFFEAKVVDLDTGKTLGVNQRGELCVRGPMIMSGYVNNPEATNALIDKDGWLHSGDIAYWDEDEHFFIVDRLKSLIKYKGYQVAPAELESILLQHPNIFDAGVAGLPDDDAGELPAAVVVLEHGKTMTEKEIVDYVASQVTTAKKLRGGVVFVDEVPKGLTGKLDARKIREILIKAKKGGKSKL
APP 5'UTR act: APP 5'UTR luciferase reporter activation; SH-SY5Y APP 5'UTR luciferase reporter, luminescence; zero percent = DMSO vehicle wells; activation, % at 2 µM; 1% of 190,000 active; AID 1276;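 active = activation above a set limit, based on mean plus 3 SD of controls, cut at about 140% in these data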; note: values of inactives mirror those of a sister screen read the other way
NF-kB neuron act: NF-kB expression increase, human neuronal cells; 1.6% of 190,000 active; AID 1239; NF-kB reporter expression; active compounds read high; fold change at 12.5 µM; in the data active = fold change above about 3.3
FLuc act counter: affects firefly luciferase, flagging false hits in luciferase stimulation screens | 200,000 tested, under 10 active | P08659 | AID 1027 | activation factor at 10 µM | ATPlite luciferase biochemical, luminescence, 10 min; 0 = ATP-free wells, 1 = DMSO control;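 active = luciferase activation factor, scaled between plate controls, of at least 2 with compound at 10 µM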
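Assay system: Luciferase/luciferin detection reagent, cell-free biochemical luciferase assay / Also added: ATP substrate / Schedule: 10 min at ambient temperature / Measured by: luminescence measurement of luciferase light output / Benchmarks: low control with PBS replacing ATP, high control enzyme plus ATP without compound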
HMGR II inh: blocks class II HMG-CoA reductase of Enterococcus faecalis. purified E. faecalis HMGR, NADPH absorbance 340 nm kinetic. inhibition, % at 10 µM. 0.41% of 190,000 active;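 active = inhibition above a set limit, the median over all tested compounds plus 3 SD, cut at about 9.5% in these data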;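 note: enzyme runs in reverse so mevalonate oxidation gives rising NADPH absorbance; 0% = complete reaction with DMSO and 100% = background rate lacking mevalonate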
* hit, by the source's call; · = not tested or not shown; & = joins results of further samples.

The opening 10 entries, ahead of the listing:
SMILES	Redox H2O2 prof	G6PDH CS	Hsp70 act	STAT1 act	APP transl inh	FLuc inh counter	APP 5'UTR act	NF-kB neuron act	FLuc act counter	HMGR II inh
Cc1ccc(NC(=O)COc2ccccc2C=O)cc1Cl	1.4	11	-0.3	200*	-154	21	154*	6.8*	0.8	-5
Cn1nnnc1SCc1cn2cccnc2n1	1.4	2	-0.3	94	-4	-5	4	1.1	1.1	0
O=C1CC(SCc2nc3ccccc3[nH]2)C(=O)N1c1ccc(F)c(Cl)c1 (configuration not stated)	0.0	2	-0.1	95	-18	-5	18	1.1	1	1
O=C(OCc1nnc(-c2ccc(Br)cc2)o1)c1cncc(Br)c1	0.0	0	-0.2	96	-4	5	4	1.4	1	-3
CCN(Cc1ccncc1)Cc1cn[nH]c1-c1cc(OC)c(OC)c(OC)c1	-1.3	15	-0.4	83	9	-1	-9	1.2	1	-1
COC(=O)c1c(C)oc2ccc(OC(=O)c3cccs3)cc12	3.0	2	-0.2	106	-7	1	7	1.4	1	1
COc1cc(NC(=S)Nc2ccc(N(C)C(C)=O)cc2)cc(OC)c1	-0.4	4	-0.5	92	-16	-9	16	1.2	1.1	-2
CC(=O)NCCc1cc2cc(C)c(C)cc2[nH]c1=O	1.4	-3	-0.3	100	-3	2	3	1.1	1	0
COC(=O)CSc1nsc(SCC(=O)OC)c1C#N	3.3	-14	-0.4	97	-4	-3	4	1.1	1	0
Nc1cc(N)nc(SCC(=O)N2CCN(C(=O)c3ccco3)CC2)n1	-0.6	6	-0.3	95	6	-4	-5	0.7	1	-3

The whole of this part, previewed entries included:
SMILES	Redox H2O2 prof	G6PDH CS	Hsp70 act	STAT1 act	APP transl inh	FLuc inh counter	APP 5'UTR act	NF-kB neuron act	FLuc act counter	HMGR II inh
Cc1ccc(NC(=O)COc2ccccc2C=O)cc1Cl	1.4	11	-0.3	200*	-154	21	154*	6.8*	0.8	-5
Cn1nnnc1SCc1cn2cccnc2n1	1.4	2	-0.3	94	-4	-5	4	1.1	1.1	0
O=C1CC(SCc2nc3ccccc3[nH]2)C(=O)N1c1ccc(F)c(Cl)c1 (configuration not stated)	0.0	2	-0.1	95	-18	-5	18	1.1	1	1
O=C(OCc1nnc(-c2ccc(Br)cc2)o1)c1cncc(Br)c1	0.0	0	-0.2	96	-4	5	4	1.4	1	-3
CCN(Cc1ccncc1)Cc1cn[nH]c1-c1cc(OC)c(OC)c(OC)c1	-1.3	15	-0.4	83	9	-1	-9	1.2	1	-1
COC(=O)c1c(C)oc2ccc(OC(=O)c3cccs3)cc12	3.0	2	-0.2	106	-7	1	7	1.4	1	1
COc1cc(NC(=S)Nc2ccc(N(C)C(C)=O)cc2)cc(OC)c1	-0.4	4	-0.5	92	-16	-9	16	1.2	1.1	-2
CC(=O)NCCc1cc2cc(C)c(C)cc2[nH]c1=O	1.4	-3	-0.3	100	-3	2	3	1.1	1	0
COC(=O)CSc1nsc(SCC(=O)OC)c1C#N	3.3	-14	-0.4	97	-4	-3	4	1.1	1	0
Nc1cc(N)nc(SCC(=O)N2CCN(C(=O)c3ccco3)CC2)n1	-0.6	6	-0.3	95	6	-4	-5	0.7	1	-3
CCOC(=O)c1[nH]c(C)c(C(=O)OCC(=O)N(C)C2CCS(=O)(=O)C2)c1C (configuration not stated)	0.0	10	0.1	107	3	-6	-3	1.6	1.1	-3
COc1ccc(-n2c(Cc3cccn3C)nnc2SCC(=O)Nc2ccccc2C)cc1	0.1	12	0.3	92	0	0	0	0.64	1	-2
S=C(NCc1ccccn1)Nc1ccccc1Cl	0.2	-5	-0.3	107	-17	-5	17	1.8	1	-1
O=C1Nc2ccccc2N(O)N1c1cc(-c2cccc(Cl)c2)no1	0.1	11	-0.2	103	1	10	-1	1.2	0.9	-3
Cc1cc(N2CCN(C)CC2)nc2ccc(NC(=O)c3cccnc3Cl)cc12	0.5	5	-0.2	99	-10	-7	10	0.91	1.1	2
Cc1cc(Cl)nc(Cl)c1C(=O)N1CCOCC1	-1.6	13	0.1	102	-11	-7	11	1	1.1	4
CCOC(=O)c1ccccc1NC(=O)CN(c1ccccc1C)S(C)(=O)=O	0.2	-1	-0.6	97	6	-9	-6	0.87	1.1	3
O=C(CCCn1c(SCc2cccc([N+](=O)[O-])c2)nc2ccccc2c1=O)NCC1CCCO1 (configuration not stated)	-0.8	3	-0.1	94	22	-7	-22	0.86	1.1	-1
O=S(=O)(c1cccc(C(F)(F)F)c1)N(CCCN1CCOCC1)Cc1cccs1	2.4&0.5	7&0	-0.5&-0.1	96&99	0&-27	-5&-3	0&27	0.97&1.2	1.1&1	0&-1
CN(Cc1ccc(Cl)s1)C(=O)CCl	-1.6	2	-0.3	84	19	-4	-19	0.98	1	-6
Cc1cc(=O)oc2cc(OCC(=O)Nc3nnc(C(C)C)s3)ccc12	1.0	7	-0.4	107	·	-9	·	0.98	1.1	-3
CC(CCc1ccccc1)NS(=O)(=O)c1ccccc1 (configuration not stated)	3.1	4	-0.1	101	0	-5	0	0.82	1	1
CC(Nc1cccnc1)=C(C#N)C#N	-0.4	1	-0.4	107	0	0	0	1.3	1	-4
c1ccc2c(N3CCOCC3)nc(N3CCOCC3)nc2c1	-0.1	1	-0.4	98	-10	-9	10	1.3	1.1	-12
CCCNC(=O)/C(=C/c1cn(S(=O)(=O)N(C)C)c2ccccc12)NC(=O)c1ccc(OC)cc1	-1.2	5	-0.2	95	6	3	-5	0.97	1	4
C=C(C)CSc1nnc(-c2ccc(OC)cc2)n1N	-3.2	-1	0.0	117	-14	1	14	1.9	1	-5
Cc1ccc(NC(=O)CCn2cccc2)cc1Cl	0.3	2	-0.2	101	3	-3	-3	1.1	1	1
CCCC1=NN(c2ccc([N+](=O)[O-])cc2)C(=O)/C1=C/N(C)C	0.1	-1	0.0	119	-20	-3	20	1.8	1	-7
Cc1cccc(CSC2=NN3CCCC(=O)N=C3S2)c1	-0.3	15	0.1	106	-23	0	23	1.7	1	-4
CC(=O)NC1(C(F)(F)F)C(=O)Nc2c1c(=O)[nH]c(=O)n2CC(C)C (configuration not stated)	-1.2	10	0.1	101	7	-6	-7	·	1.1	-5
CN(CC(=O)Nc1ccc(Cl)cc1)CC(=O)Nc1ccc(F)c(F)c1F	0.4	-4	-0.2	97	2	-1	-2	1	1	2
Oc1ccc(Cl)cc1CNn1cnnc1	-8.9	18	-0.3	100	8	11	-8	1.1	0.9	3
Cn1c(C(=O)NCc2ccccn2)cc2c(=O)n3ccccc3nc21	0.5	3	0.1	133*	-17	51*	17	1.9	0.5	-5
COc1ccc(Br)c(C(=O)NCCC(C)C)c1	-1.1	-2	-0.3	91	15	-3	-15	1.1	1	-7
COc1ccc(-n2cnc3c(cnn3CCC#N)c2=N)cc1	4.5	2	-0.1	105	-10	-4	10	1.3	1	-1
Cc1cc(C)c(C)c(OCC(=O)NCCN(C)C)c1	0.4	16	0.1	100	-2	-2	2	1.1	1	0
CCC1CCCCN1CCCn1c(=S)[nH]c2ccccc2c1=O (configuration not stated)	0.1	0	-0.5	102	-29	-5	29	1.1	1	0
Cc1ccc(OCC(=O)N2CCN(C(=O)Cc3ccccc3)CC2)cc1	2.1	1	-0.4	99	-7	-7	7	0.98	1.1	-9
Cc1cccc(C(=O)N[C@H](C(=O)Nc2nccs2)C(C)C)c1	0.2	-3	-0.4	91	-6	0	6	0.91	1	-6
Cc1ccc(-c2cn(-c3ccccc3)c3[n+]2CCCS3)cc1	0.2&0.8	4&-3	-0.4&-0.3	74&72	-5&14	-5&-3	5&-13	0.57&1.4	1.1&1	1&-2
COC(=O)C(NC(=O)c1ccccc1)(Nc1nc(C)cs1)C(F)(F)F (configuration not stated)	-0.6	4	-0.2	94	-15	-9	15	0.89	1.1	-3
CC(=O)Nc1ccc2c(c1)nc1n2CCN(C(C)c2ccccc2)C1 (configuration not stated)	-3.6	8	-0.2	101	-29	-8	29	1.1	1.1	-8
Oc1ccc(/C=N/Nc2ccc(C(F)(F)F)cn2)cc1O	-2.0	22	0.2	123	37	1	-37	2.5	1	0
Oc1ccccc1C=NC(c1ccccc1)C(O)c1ccccc1 (configuration not stated)	0.1	4	-0.2	119	13	1	-13	1.2	1	-5
CCc1cccc(C)c1NC(=S)NCC1CCN(c2ccc(OC)cc2)C1 (configuration not stated)	-0.8	21	0.2	108	-6	-4	6	0.82	1	-5
CCc1ccc(OCc2ccc(C(=O)NCc3ccccn3)o2)cc1	-0.1	0	-0.2	119	-25	0	25	1.9	1	0
CC1=CN2C(=N)/C(=C\c3cn(CCCOc4ccccc4)c4ccccc34)C(=O)N=C2S1	0.8	-22	-0.5	102	11	1	-11	1.1	1	-1
Cc1ccccc1-n1c(Cc2cccs2)n[nH]c1=S	2.7	7	-0.1	102	10	8	-10	1.4	0.9	-5
O=C(Cc1ccccc1)NCC(=O)Nc1cccc(Br)c1	-0.6	8	-0.2	95	-11	-3	11	0.98	1	0
Cc1cccc(NC(=O)c2ccccc2OCC(=O)c2ccc(F)cc2)c1	0.1	2	0.0	102	-12	-1	12	0.95	1	-3
COc1ccccc1C(=O)c1cc2ccc(O)cc2oc1=O	-0.9	1	0.0	107	-6	-2	6	0.96	1	0
O=C(N/N=C/c1cccnc1)c1cccc(S(=O)(=O)N2CCCC2)c1	0.3	-5	0.0	100	-8	-1	8	1	1	0
O=C(c1ccccc1)c1ccc(OCC(=O)N2CCOCC2)cc1	-0.1	8	-0.1	91	10	2	-10	1.1	1	2
CC1(C)SCC(C(=O)O)NC1=O (configuration not stated)	-1.1	6	-0.4	107	-11	9	11	1.3	0.9	-7
Cc1nc2ccccc2n1CC(O)COc1ccccc1Cl (configuration not stated)	-1.2	-3	-0.1	85	32	-3	-32	0.86	1	11*
COc1ccc(OCc2nc3c4c(ncn3n2)-c2ccccc2CC42CCCC2)cc1	2.4	4	-0.3	103	3	-7	-3	0.85	1.1	1
CCC1CCc2c(sc(NC(=O)c3cccnc3)c2C(N)=O)C1 (configuration not stated)	-1.5	-9	-0.1	109	-28	21	28	·	0.8	2
COC(=O)C(CC(C)C)NC(=O)c1ccc(F)cc1 (configuration not stated)	-0.1	-5	-0.2	106	6	-5	-6	0.98	1.1	-1
CCn1cc(NC(=O)Nc2ccccc2C(=O)OC)c(C(N)=O)n1	0.1	-14	-0.5	92	-30	-7	30	0.63	1.1	0
CC(C)C(NC(=O)CSCc1ccc([N+](=O)[O-])cc1)C(C)C	0.1	18	-0.3	91	-1	-3	1	0.96	1	-5

The order is random; overall some 5.3% were active at least once.
